Screening data deposited in PubChem by several laboratories.
PREPL inhibitor: human PREPL enzyme inhibition; Q4J6C6; inhibition, % at 5.96 µM; actives 0.68% (n = 320,000); recombinant PREPL, fluorescence polarization activity-based probe; in the data active means inhibition above about 43%;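 further: 0% = enzyme with DMSO and 100% = wells lacking enzyme; many of its hits are not listed in these tables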
Target sequence (Q4J6C6 whole entry, looked up): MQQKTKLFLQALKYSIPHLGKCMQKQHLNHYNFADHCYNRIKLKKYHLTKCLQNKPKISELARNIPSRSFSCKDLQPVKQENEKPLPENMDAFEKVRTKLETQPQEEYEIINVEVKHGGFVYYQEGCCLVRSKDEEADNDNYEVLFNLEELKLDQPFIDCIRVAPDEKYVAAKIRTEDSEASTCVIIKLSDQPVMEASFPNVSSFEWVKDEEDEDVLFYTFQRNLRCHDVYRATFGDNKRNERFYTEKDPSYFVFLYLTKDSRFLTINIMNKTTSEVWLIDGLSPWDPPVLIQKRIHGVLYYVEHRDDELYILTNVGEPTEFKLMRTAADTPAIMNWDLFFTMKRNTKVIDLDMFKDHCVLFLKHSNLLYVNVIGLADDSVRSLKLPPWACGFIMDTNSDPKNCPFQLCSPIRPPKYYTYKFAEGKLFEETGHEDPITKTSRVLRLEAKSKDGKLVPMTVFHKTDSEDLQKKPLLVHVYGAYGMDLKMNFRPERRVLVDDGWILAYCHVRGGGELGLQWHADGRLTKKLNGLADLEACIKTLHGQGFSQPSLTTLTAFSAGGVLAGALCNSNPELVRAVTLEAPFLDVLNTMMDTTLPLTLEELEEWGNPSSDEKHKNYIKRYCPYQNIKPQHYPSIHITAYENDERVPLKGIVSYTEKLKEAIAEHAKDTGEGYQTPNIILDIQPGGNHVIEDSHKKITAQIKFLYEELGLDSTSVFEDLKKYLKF
LYPLA2 inh: blocks human lysophospholipase 2, a PME1 counter-screen. O95372. recombinant LYPLA2, FP-Rh probe fluorescence polarization. inhibition, % at 5.9 µM. actives 0.38% (n = 320,000);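 active means inhibition above the screen-wide mean plus 3 SD, limit set per campaign, cut at about 26% in these data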;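 further: 0% = LYPLA2 with DMSO and 100% = wells lacking LYPLA2 enzyme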
TPT1 inh: C. albicans TPT1 enzyme inhibition; actives 0.81% (n = 300,000); AID 1962; recombinant caTPT1, FP RNA substrate dephosphorylation; inhibition, % at 5 µM;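 active means inhibition above the mean of all tested compounds plus 3 SD, set per screening campaign, cut at about 24% in these data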;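 further: plate controls were DMSO alone for no effect and ferristatin control at 100 nM for full effect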
PP1 inh: counter-screen for PP5 inhibitors: inhibitors of human PP1-alpha; purified PP1alpha, OMFP fluorescence; inhibition, % at 6.7 µM; AID 2235; actives 0.9% (n = 320,000);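 active means inhibition above the mean inhibition of all tested compounds plus 3 SD, computed separately for each screening campaign, cut at about 15% in these data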
Target sequence (P62136 whole entry, looked up): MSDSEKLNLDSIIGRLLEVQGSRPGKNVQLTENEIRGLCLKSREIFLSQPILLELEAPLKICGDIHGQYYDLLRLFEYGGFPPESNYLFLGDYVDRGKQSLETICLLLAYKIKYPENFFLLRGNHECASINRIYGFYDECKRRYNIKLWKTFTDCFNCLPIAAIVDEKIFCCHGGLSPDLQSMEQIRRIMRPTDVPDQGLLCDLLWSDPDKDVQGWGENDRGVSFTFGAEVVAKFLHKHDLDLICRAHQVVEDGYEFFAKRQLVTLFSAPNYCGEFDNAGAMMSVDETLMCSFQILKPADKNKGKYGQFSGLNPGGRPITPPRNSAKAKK
JMJD2C inh: blocks human GASC-1 demethylase activity; actives 0.069% (n = 330,000); inhibition, % at 2.35 µM; Q9H3R0; GST-JMJD2C(1-420) H3K9me3 demethylation, DELFIA europium;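 active means more than half of a compound's replicate wells show inhibition beyond 50%, single wells judged on their own value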;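 further: signal counts dimethyl H3K9 product captured on neutravidin plate; 0% = median of DMSO wells and 100% = 0.3 times that DMSO median; strong numbers were not always called active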
CTSL1 counter: blocks F. hepatica cathepsin L1 in PFM18AAP counter-screen. inhibition, % at 5.96 µM. recombinant F. hepatica cathepsin L1, Z-Leu-Arg-MCA fluorescence. actives 0.49% (n = 300,000). AID 1906;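 active means inhibition above the mean of all tested compounds plus 3 SD, set per screening campaign, cut at about 17% in these data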;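 further: 0% = plate median of test compound wells and 100% = 1 µM Z-Phe-Ala-diazomethylketone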
core dimer inh: HCV core protein dimerization inhibition | inhibition, % at 5 µM | TR-FRET GST/Flag-core106 dimerization, 1536-well | actives 0.33% (n = 300,000);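 active means inhibition above the mean of all tested compounds plus 3 SD, set per screening campaign, cut at about 45% in these data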
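Assay system: tagged HCV core106 pair (GST and Flag); medium: KF-containing HEPES buffer, pH 7.45, DTT, CHAPS, BSA; also added: Eu donor and XL665 acceptor anti-tag antibodies; dosing: 5 µM single dose; timing: compound-protein-antibody incubation 4 h at 22.5 °C; signal: TR-FRET 671 and 617 nm emission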
Efflux pump inh: blocks antifungal efflux pumps in multiplex yeast assay; S. cerevisiae Candida pump triplex, Nile Red efflux; inhibition, % at 10 µM; actives 0.44% (n = 330,000);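 active means plate passing quality check with inhibition over a set limit, or well fluorescence over plate mean plus 4 SD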;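 further: Nile Red retained in pooled yeast measured as flow cytometry median fluorescence; 0% = buffer negative control and 100% = Enniatin B positive control; higher means more Nile Red kept so more efflux inhibition; some compounds called inactive have numbers as strong as hits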
PP5 inh: inhibitors of human protein phosphatase 5 (PP5) | actives 0.18% (n = 320,000) | inhibition, % at 6.7 µM | purified PP5c, OMFP substrate fluorescence | P53041;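 active means inhibition above the campaign's mean inhibition across all tested compounds plus 3 SD, cut at about 9.5% in these data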;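 further: 0% = DMSO only and 100% = 100 µM cantharidin control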
An asterisk follows results filed as active. These rows are one share of the data, so the mix of outcomes need not match the whole.

Start of the listing, in advance, 2 compounds:
`NC(=O)c1ccc[n+](Cc2cccc3ccccc23)c1` gave PREPL inhibitor -1, LYPLA2 inh -5, TPT1 inh -1, PP1 inh -1, JMJD2C inh 5, CTSL1 counter -3, core dimer inh -5, Efflux pump inh 0.2 and PP5 inh 1.6.
For O=C(CNC(=O)c1ccc(Br)cc1)N/N=C/c1ccc[nH]1 the results were PREPL inhibitor 4, LYPLA2 inh -1, TPT1 inh -1, PP1 inh -4, JMJD2C inh 1, CTSL1 counter -1, core dimer inh -3, Efflux pump inh 0.0 and PP5 inh 1.4.

This part in full (from the top)
`NC(=O)c1ccc[n+](Cc2cccc3ccccc23)c1` gave PREPL inhibitor -1, LYPLA2 inh -5, TPT1 inh -1, PP1 inh -1, JMJD2C inh 5, CTSL1 counter -3, core dimer inh -5, Efflux pump inh 0.2 and PP5 inh 1.6.
For O=C(CNC(=O)c1ccc(Br)cc1)N/N=C/c1ccc[nH]1 the results were PREPL inhibitor 4, LYPLA2 inh -1, TPT1 inh -1, PP1 inh -4, JMJD2C inh 1, CTSL1 counter -1, core dimer inh -3, Efflux pump inh 0.0 and PP5 inh 1.4.
CCCN1C(=O)c2ccccc2NC1c1ccc(Cl)c(Cl)c1 (stereo not given) was read as PREPL inhibitor 6, LYPLA2 inh 8, TPT1 inh -1, PP1 inh -5, JMJD2C inh -1, CTSL1 counter 0, core dimer inh 10, Efflux pump inh 0.0 and PP5 inh 0.7.
Screening CC(C)(C)c1cc(NC(=O)c2cccc(S(=O)(=O)N3CCOCC3)c2)no1 returned PREPL inhibitor 5, LYPLA2 inh 1, TPT1 inh 0, PP1 inh 0, JMJD2C inh 1, CTSL1 counter -3, core dimer inh -3, Efflux pump inh -0.6 and PP5 inh 1.0.
Screening Cc1ccc(NC(=O)C2C3C=CC4(O3)C2C(=O)N(CCCN2CCCC2)C4C(=O)NC2CCCCC2)cc1Cl (stereo not given) returned PREPL inhibitor 28, LYPLA2 inh 0, TPT1 inh 0, PP1 inh 2, JMJD2C inh 24, CTSL1 counter -2, core dimer inh 6, Efflux pump inh 0.1 and PP5 inh -0.3.
For CC(=O)O[C@@H]1[C@@H](OC(C)=O)[C@H](n2ccc3cc([N+](=O)[O-])ccc32)OC[C@@H]1OC(C)=O the results were PREPL inhibitor 3, LYPLA2 inh -1, TPT1 inh 1, PP1 inh -2, JMJD2C inh -2, CTSL1 counter 6, core dimer inh -6, Efflux pump inh -0.2 and PP5 inh 0.7.
Screening COc1ccc(OCC(=O)O/N=C(\N)Cc2ccc(Cl)cc2Cl)cc1 returned PREPL inhibitor 7, LYPLA2 inh 5, TPT1 inh -4, PP1 inh -1, JMJD2C inh 13, CTSL1 counter -14, core dimer inh 0, Efflux pump inh 0.0 and PP5 inh 0.6.
Cc1nn(C(=O)CCC(=O)NCCc2ccccc2)c2ccccc12 was read as PREPL inhibitor -6, LYPLA2 inh 3, TPT1 inh -2, PP1 inh -3, JMJD2C inh 5, CTSL1 counter 7, core dimer inh 11, Efflux pump inh 0.1 and PP5 inh 2.4.
Screening O=C(O)C(Cc1ccc(O)cc1)N1C(=O)c2c(Cl)c(Cl)c(Cl)c(Cl)c2C1=O (stereo not given) returned PREPL inhibitor -4, LYPLA2 inh -2, TPT1 inh 0, PP1 inh -6, JMJD2C inh 4, CTSL1 counter 0, core dimer inh 5, Efflux pump inh 0.0 and PP5 inh -1.9.
Screening CCCOC1CCCN(Cc2nc(-c3ccc(C(=O)OC)cc3)no2)C1 (stereo not given) returned PREPL inhibitor -1, LYPLA2 inh 1, TPT1 inh -1, PP1 inh 3, JMJD2C inh 8, CTSL1 counter 2, core dimer inh 0, Efflux pump inh 0.0 and PP5 inh -0.7.
O=C(CSc1nncn1-c1ccccc1)Nc1cc(F)ccc1F was read as PREPL inhibitor -3, LYPLA2 inh 0, TPT1 inh -1, PP1 inh -4, JMJD2C inh -18, CTSL1 counter -1, core dimer inh 0, Efflux pump inh -0.2 and PP5 inh -0.9.
Screening CN(C)/C=C(\C(=O)c1ccccc1)c1nnnn1-c1ccc(F)cc1 returned PREPL inhibitor -4, LYPLA2 inh -7, TPT1 inh 5, PP1 inh -5, JMJD2C inh 14, CTSL1 counter -2, core dimer inh 5, Efflux pump inh 0.3 and PP5 inh 1.4.
For C#CCOCCOCCOCCNc1nc(N2CCOCC2)nc(N2CCN(C(=O)[C@H](CCCCN)n3cc([C@@H](N)CC(C)C)nn3)CC2)n1 the results were PREPL inhibitor 2, LYPLA2 inh -1, TPT1 inh 0, PP1 inh 3, JMJD2C inh 4, CTSL1 counter 6, core dimer inh 4, Efflux pump inh 0.2 and PP5 inh -0.4.
Screening COc1ccc(/C=N/NC(=O)CNC(=O)c2ccc(S(=O)(=O)N3CCOCC3)cc2)c(OC)c1 returned PREPL inhibitor 14, LYPLA2 inh 0, TPT1 inh -6, PP1 inh -5, JMJD2C inh -1, CTSL1 counter 9, core dimer inh -7, Efflux pump inh 0.1 and PP5 inh -7.6.
`CCOc1cc(C(c2c(C)[nH][nH]c2=O)c2c(C)[nH][nH]c2=O)cc(Cl)c1O` gave PREPL inhibitor 14, LYPLA2 inh 6, TPT1 inh 1, PP1 inh 6, JMJD2C inh -11, CTSL1 counter 0, core dimer inh 2, Efflux pump inh 0.1 and PP5 inh 3.0.
CCn1cc(C(=O)N2CCN(Cc3ccc4c(c3)OCO4)CC2)c2cc(OC)c(OC)cc2c1=O was read as PREPL inhibitor 7, LYPLA2 inh -6, TPT1 inh 0, PP1 inh 3, JMJD2C inh -10, CTSL1 counter 7, core dimer inh 10, Efflux pump inh 0.1 and PP5 inh 1.6.
COc1ccc2c(c1)c(=O)cc(C)n2CC(=O)NCc1ccco1 was read as PREPL inhibitor -2, LYPLA2 inh -5, TPT1 inh 2, PP1 inh -2, JMJD2C inh 2, CTSL1 counter -3, core dimer inh 6, Efflux pump inh -0.1 and PP5 inh 1.1.
CCOC(=O)N1CCN(c2ccc(O)cc2)CC1 was read as PREPL inhibitor 3, LYPLA2 inh 1, TPT1 inh -6, PP1 inh -1, JMJD2C inh 17, CTSL1 counter -2, core dimer inh -5, Efflux pump inh -0.1 and PP5 inh 1.8.
Fc1cc(F)cc(NC(=S)NCCCN2CCOCC2)c1 was read as PREPL inhibitor 6, LYPLA2 inh 2, TPT1 inh 0, PP1 inh -1, JMJD2C inh 2, CTSL1 counter 1, core dimer inh 1, Efflux pump inh 0.1 and PP5 inh 1.1.
For COc1ccc(Nc2ccc(Cl)nn2)cc1 the results were PREPL inhibitor 4, LYPLA2 inh 6, TPT1 inh 0, PP1 inh 1, JMJD2C inh -17, CTSL1 counter 1, core dimer inh -3, Efflux pump inh -0.1 and PP5 inh 0.3.
Cc1cc(SCC(=O)NCCN2C(=O)CSC2=O)nc2c(C)cccc12 was read as PREPL inhibitor 11, LYPLA2 inh -2, TPT1 inh -2, PP1 inh -2, JMJD2C inh 10, CTSL1 counter 0, core dimer inh -10, Efflux pump inh -0.2 and PP5 inh 3.4.
Cc1ccc2nc(SCC(=O)NCc3ccco3)c(C#N)cc2c1 was read as PREPL inhibitor -4, LYPLA2 inh -4, TPT1 inh 17, PP1 inh 13, JMJD2C inh 2, CTSL1 counter -2, core dimer inh 25, Efflux pump inh -0.1 and PP5 inh 0.6.
Screening COCCN1CCN(C(=O)c2ccc3nc(Cc4ccccc4F)oc3c2)CC1 returned PREPL inhibitor 5, LYPLA2 inh 5, TPT1 inh -5, PP1 inh 2, JMJD2C inh -7, CTSL1 counter -4, core dimer inh -1, Efflux pump inh 0.1 and PP5 inh 2.1.
`CCOc1ccc(NC(=O)CSc2ncn[nH]2)c([N+](=O)[O-])c1` gave PREPL inhibitor 8, LYPLA2 inh 8, TPT1 inh -2, PP1 inh -2, JMJD2C inh -5, CTSL1 counter 7, core dimer inh -4, Efflux pump inh 18* and PP5 inh 1.0.
Screening CCN(CC)c1ccc(/C=C2\SC(=O)N(C(C)C)C2=O)o1 returned PREPL inhibitor 22, LYPLA2 inh -5, TPT1 inh 178*, PP1 inh 2, JMJD2C inh 8, CTSL1 counter -5, core dimer inh -21, Efflux pump inh 0.0 and PP5 inh 0.3.
Screening CN(CC(=O)Nc1cccc(F)c1)C(=O)CSc1ccc(Br)cc1 returned PREPL inhibitor -29, LYPLA2 inh 2, TPT1 inh 0, PP1 inh -6, JMJD2C inh 2, CTSL1 counter 5, core dimer inh 1, Efflux pump inh 0.1 and PP5 inh 2.5.
Screening CC(C)[C@H](NC(=O)N1CCn2c1nc1ccccc12)C(=O)NCc1ccccc1Cl returned PREPL inhibitor 6, LYPLA2 inh -5, TPT1 inh 0, PP1 inh 1, JMJD2C inh 14, CTSL1 counter 0, core dimer inh 3, Efflux pump inh 0.3 and PP5 inh 0.7.
`O=C(OCc1ccc([N+](=O)[O-])cc1)C1CCN(S(=O)(=O)c2ccccc2)CC1` gave PREPL inhibitor -7, LYPLA2 inh 25, TPT1 inh -4, PP1 inh -3, JMJD2C inh 3, CTSL1 counter -3, core dimer inh 14, Efflux pump inh 0.4 and PP5 inh 3.1.
Cc1ccc(-c2cc(-c3ccccc3)nc(NN)n2)cc1 was read as PREPL inhibitor -5, LYPLA2 inh -11, TPT1 inh 0, PP1 inh -2, JMJD2C inh 1, CTSL1 counter 0, core dimer inh 7, Efflux pump inh 0.1 and PP5 inh 3.2.
Screening Cc1ccc(-n2nnnc2SCC(=O)N2CCc3ccccc3C2)cc1 returned PREPL inhibitor -16, LYPLA2 inh 8, TPT1 inh 1, PP1 inh -1, JMJD2C inh 0, CTSL1 counter 0, core dimer inh 0, Efflux pump inh 0.1 and PP5 inh 2.4.
`COC(=O)CSc1[nH]c(=O)cc(C)c1C#N` gave PREPL inhibitor -6, LYPLA2 inh 5, TPT1 inh 4, PP1 inh -8, JMJD2C inh -1, CTSL1 counter -1, core dimer inh -5, Efflux pump inh 0.1 and PP5 inh 1.1.
For NC(=O)c1c(NC(=O)c2ccc(S(=O)(=O)N3CCOCC3)cc2)sc2c1CCCCC2 the results were PREPL inhibitor -5, LYPLA2 inh 1, TPT1 inh -2, PP1 inh 1, JMJD2C inh 2, CTSL1 counter -1, core dimer inh -2, Efflux pump inh -0.2 and PP5 inh 3.4.
`COc1ccc(CCC(=O)NNC(=O)Nc2ccc(C(C)=O)cc2)cc1` gave PREPL inhibitor 3, LYPLA2 inh 1, TPT1 inh -2, PP1 inh 2, JMJD2C inh -11, CTSL1 counter -2, core dimer inh -2, Efflux pump inh -0.1 and PP5 inh 1.8.
For Cc1c(CN2CCCC(CO)(Cc3cccc(Cl)c3)C2)cnn1C (stereo not given) the results were PREPL inhibitor 7, LYPLA2 inh 2, TPT1 inh -2, PP1 inh -1, JMJD2C inh -4, CTSL1 counter -2, core dimer inh 0, Efflux pump inh 0.2 and PP5 inh 0.1.
`O=C(CSc1cccs1)Nc1cccc2ccccc12` gave PREPL inhibitor -12, LYPLA2 inh 1, TPT1 inh 1, PP1 inh -1, JMJD2C inh -4, CTSL1 counter -1, core dimer inh 4, Efflux pump inh -0.1 and PP5 inh 1.3.
`CC(C)N1C(=O)CN(C2CCCCCC2)C(=O)C1c1ccccc1F` (stereo not given) gave PREPL inhibitor 10, LYPLA2 inh 11, TPT1 inh 0, PP1 inh 0, JMJD2C inh 7, CTSL1 counter -5, core dimer inh -5, Efflux pump inh 0.2 and PP5 inh 1.5.
Screening O=C(CCC(=O)N1CCSc2ccccc21)NCc1ccc(Cl)cc1 returned PREPL inhibitor -9, LYPLA2 inh 2, TPT1 inh 0, PP1 inh -2, JMJD2C inh 25, CTSL1 counter 0, core dimer inh 4, Efflux pump inh -0.1 and PP5 inh 3.4.
